Screening data from PubChem BioAssay.
AHR activator – activates the human aryl hydrocarbon receptor; P35869; AHR-responsive luciferase reporter cells, luminescence; activation, % at 5 µM; actives 2.5% (n = 320,000); AID 2796; in the data active means activation above about 47%;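 further: 0% = vehicle wells and 100% = reference agonist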
MEP2 TOR yeast – alters MEP2-GFP fluorescence in TOR pathway yeast screen. S. cerevisiae MEP2-GFP strain, flow cytometry GFP, 3 h; 100% = DMSO control level. GFP response vs DMSO, % at 10 µM. actives 0.51% (n = 330,000);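 active means GFP response versus DMSO above a set limit, roughly screen mean plus 3 SD, cut at about 180% in these data; inconclusive means fewer than 70 cells counted for a yeast strain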;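 further: median GFP fluorescence of the barcode-gated MEP2-GFP cells per well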
LAP4-GFP MLPCN – alters LAP4-GFP fluorescence in TOR pathway yeast screen | S. cerevisiae LAP4-GFP multiplex, flow cytometry GFP, 3 h; median GFP as percent of DMSO wells | GFP response vs DMSO, % at 10 µM | actives 0.34% (n = 320,000) | AID 2023;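 active means GFP response vs DMSO above a set limit, about the screen mean plus 3 SD, cut at about 150% in these data; inconclusive means under 70 cell events counted for the yeast strain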
ZTA counter – ZTA (EBV) inhibition in EBNA-1 counter-screen | P03206 | inhibition, % at 11 µM | ZTA-DNA binding, fluorescence polarization | actives 0.15% (n = 320,000); in the data active means inhibition above about 33%
procasp3 activ – activates human procaspase-3; P42574; recombinant procaspase-3 D3A, Ac-DEVD-pNA absorbance 405 nm; activation, % at 8.5 µM; actives 0.11% (n = 330,000); AID 463141;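 active means activation above the mean of all tested compounds plus 3 SD, cut at about 21% in these data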;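 further: 0% = DMSO alone and 100% = DMSO wells spiked with extra 5 µM PC-3 D3A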
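Assay system: Autoprocessing-dead procaspase-3 D3A mutant enzyme; also added: Ac-DEVD-pNA; doses: one concentration, 8.5 µM nominal, 0.8% DMSO; times: 1 h compound preincubation, 2 h substrate hydrolysis at 25 °C; technique: 405 nm absorbance of p-nitroaniline, reads at 0 and 120 min; measure: % activation between DMSO and enzyme-spiked controls; repeats: single replicate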
procasp7 counter – counter-screen for procaspase-3 activators: activators of human procaspase-7 | recombinant procaspase-7, Ac-DEVD-pNA absorbance 405 nm; D23A/D198A/D206A triple mutant, cannot self-cleave; scale: DMSO 0, 5 µM enzyme 100 | activation, % at 8.5 µM | actives 0.093% (n = 330,000) | AID 463210;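 active means percent activation above the screen-wide mean plus 3 SD, cut at about 25% in these data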
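Assay system – Uncleavable procaspase-7 mutant enzyme · Quantity – 2 µM procaspase-7 mutant as dispensed · Times – 1 h preincubation, 2 h reaction · Dosing – single nominal 8.5 µM compound dose, 0.8% DMSO final · Buffer or medium – Zinc-free 50 mM HEPES buffer, pH 7.4, with NaCl and Triton X-100 · Detection – Epi-absorbance of released pNA at 405 nm, two timepoints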
RPL19A TOR yeast – alters RPL19A-GFP fluorescence in TOR pathway yeast screen; S. cerevisiae RPL19A-GFP strain, flow cytometry, 3 h; hits give low values; percent response vs DMSO, % at 10 µM; actives 0.3% (n = 330,000);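 active means percent response vs DMSO below 50%; inconclusive means fewer than 70 events counted for the yeast strain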;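 further: median channel GFP fluorescence of the barcoded RPL19A-GFP strain; ratio of sample median GFP to plate DMSO average so 100% = DMSO; lower means less RPL19A-GFP as with rapamycin TOR inhibition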
EBNA-1 inh – blocks EBNA-1 binding to DNA; inhibition, % at 14.8 µM; actives 0.34% (n = 300,000); AID 1950; EBNA-1 DNA binding, fluorescence polarization; in the data active means inhibition above about 28%
An asterisk follows results filed as active; u = inconclusive; x = no result given; [ ] = remark or other dose.

SMILES | AHR activator | MEP2 TOR yeast | LAP4-GFP MLPCN | ZTA counter | procasp3 activ | procasp7 counter | RPL19A TOR yeast | EBNA-1 inh
CC1(C)C[C@@H](O)CC2(C1)C[C@]1(C)CC(O)[C@H]2C(C)(C)C1 (stereo not given in full) | -1 | 107 | 106 | 25 | -11 | 11 | 105 | -5
COc1cc(CNc2nnnn2C)ccc1OCc1ccc(F)cc1Cl | -6 | 107 | 90 | 24 | -7 | 0 | 105 | 1
O=C(Nc1cc(S(=O)(=O)Nc2ccc(Cl)cc2)ccc1N1CCCCC1)c1ccc(F)cc1 | 1 | 99 | 92 | 6 | 7 | -4 | 101 | -4
OCCN(CCO)CC(O)CN1c2ccccc2Sc2ccccc21 (stereo not given) | 1 | 103 | 103 | -3 | 4 | 6 | 107 | -3
COc1cccc(-c2c(C(=O)N/N=C(\C)c3ccncc3)nnn2-c2nonc2N)c1 | 19 | 110 | 97 | 7 | 9 | 4 | 104 | 5
COc1ccc(-c2noc(-c3ccc(Cl)cc3)n2)cc1 | 3 | 108 | 106 | -2 | 4 | -3 | 94 | -1
CCCC(=O)Nc1ccc2c(c1)nc1n2CCOC1 | -1 | 87 | 99 | 11 | -1 | 9 | 100 | 0
O=C(c1ccc(NS(=O)(=O)c2cccc3cccnc23)cc1)N1CCOCC1 | -2 | 100 | 103 | -12 | 11 | -10 | 101 | -2
COc1ccc(C(C(N)=O)c2ncc(C(F)(F)F)cc2Cl)cc1 (stereo not given) | 2 | 106 | 91 | 3 | -6 | 1 | 104 | 1
COc1ccc(-c2csc3[nH]c(=S)n(-c4ccccc4)c(=O)c23)cc1OC | -1 | 100 | 93 | -19 | -5 | -16 | 102 | -11
COc1ccccc1NC(=O)CSc1n[nH]c(-c2ccccn2)n1 | 2 | 97 | 89 | 3 | 5 | 6 | 95 | 0
Cc1nc2ccccc2cc1C(=O)N/N=C/c1ccco1 | 1 | 106 | 93 | 4 | 6 | -2 | 98 | -12

Record cards (already shown). Values in the order: AHR activator | MEP2 TOR yeast | LAP4-GFP MLPCN | ZTA counter | procasp3 activ | procasp7 counter | RPL19A TOR yeast | EBNA-1 inh
Profile of O=C(Nc1cc(S(=O)(=O)Nc2ccc(Cl)cc2)ccc1N1CCCCC1)c1ccc(F)cc1 → 1 | 99 | 92 | 6 | 7 | -4 | 101 | -4
Profile of COc1ccccc1NC(=O)CSc1n[nH]c(-c2ccccn2)n1 → 2 | 97 | 89 | 3 | 5 | 6 | 95 | 0
Profile of COc1ccc(C(C(N)=O)c2ncc(C(F)(F)F)cc2Cl)cc1 (stereo not given) → 2 | 106 | 91 | 3 | -6 | 1 | 104 | 1
Profile of COc1ccc(-c2csc3[nH]c(=S)n(-c4ccccc4)c(=O)c23)cc1OC → -1 | 100 | 93 | -19 | -5 | -16 | 102 | -11
Profile of Cc1nc2ccccc2cc1C(=O)N/N=C/c1ccco1 → 1 | 106 | 93 | 4 | 6 | -2 | 98 | -12

(next part)
SMILES | AHR activator | MEP2 TOR yeast | LAP4-GFP MLPCN | ZTA counter | procasp3 activ | procasp7 counter | RPL19A TOR yeast | EBNA-1 inh
COc1ccc(-n2c(C)cc(C)c(C(C)=O)c2=S)cc1 | 0 | 111 | 94 | -5 | 12 | 1 | 101 | -3
CCN1CC=C2C(C1)C(c1ccc(Cl)s1)C(C#N)=C(N)C2(C#N)C#N (stereo not given) | 9 | 107 | 103 | 0 | 1 | -4 | 99 | -2
Cc1cc(SCC(=O)N2CCC(c3noc4ccc(F)cc34)CC2)nc2ccccc12 | 6 | 100 | 97 | -18 | 11 | 3 | 96 | 2
N#Cc1ccc(OCC(=O)N(C2CCCCC2)C2CCS(=O)(=O)C2)cc1 (stereo not given) | 0 | 119 | 106 | 6 | -2 | 5 | 101 | x
O=C(NC1CCCN(Cc2ccccc2F)C1)c1cccc(N2CCCC2=O)c1 (stereo not given) | 6 | u | 82[may fluoresce red] | -3 | 1 | 5 | u | -9
CCCN(CCC)CCNC(=O)CCC(=O)Nc1ccc2nc(N3CCOCC3)cc(C)c2c1 | 26 | 90 | 93 | -9 | 14 | 4 | 98 | -1
CCOC(=O)/C=C1\SCC(=O)N1CC(=O)NCCc1ccc(F)cc1 | 6 | 96 | 104 | 12 | 4 | -4 | 94 | -8
Cc1cc(C)n(C(=O)CNC(=O)COc2ccccc2)n1 | 14 | 93 | 98 | -3 | -4 | -16 | 98 | -11
Cc1ccc(Cn2ncc3c(N4CCN(c5ccccc5C)CC4)ncnc32)cc1 | 3 | 104 | 124 | -3 | 5 | 8 | 101 | 5
CC1CCCCC1NC(=O)c1ccc(CSc2nc3ccncc3[nH]2)cc1 (stereo not given) | 1 | 99 | 88 | -10 | 5 | -1 | 102 | 0
CCOC(=O)CSc1nc(N)c(C#N)c(CC(C)C)c1C#N | -1 | 99 | 100 | -2 | 2 | -9 | 97 | -7
Cc1ccc(-c2cc(C(=O)NNC(=O)c3csc(N4CCOCC4)n3)c3ccccc3n2)cc1 | -3 | 96 | 103 | 8 | -1 | 2 | 96 | x
Cc1cccc(C)c1Nc1nnc(SCC(=O)NC2CCS(=O)(=O)C2)s1 (stereo not given) | -2 | 101 | 82 | 7 | 0 | 8 | 96 | -2
C=CCN(C(=O)CNC(=O)c1ccco1)C(C(=O)NC1CCCCC1)c1ccc(OC)cc1OC (stereo not given) | 3 | 102 | 99 | 1 | -5 | 6 | 96 | 0
O=S(=O)(NCc1ccccn1)c1cc(OCC(F)(F)F)ccc1OCC(F)(F)F | 1 | 78 | 93 | 2 | -5 | 10 | 84 | -2
Cc1ccccc1NC(=O)CN1CCN(Cc2ccccc2)CC1 | -3 | 99 | 94 | -1 | -6 | -1 | 103 | -7
COc1ccc(-n2c(C)c(C(=O)O)c3cc(OC)c4ccccc4c32)cc1 | 4 | 106 | 103 | 14 | -8 | -8 | 102 | 4
CCC(CC)C(=O)c1c[nH]c(C(=O)N2CCN(c3ccccc3F)CC2)c1 | 0 | 101 | 93 | -2 | 7 | 0 | 96 | -3
Cc1ccccc1C(=O)NCCN1CCOCC1 | 3 | 94 | 97 | -4 | 2 | 0 | 93 | 7
CC(C)NC(=O)CC(=O)N/N=C/c1ccccc1F | 8 | 89 | 91 | -13 | 0 | 5 | 90 | -5
CN(Cc1ccc(Br)cc1)C(=O)CCN1C(=O)c2cccc([N+](=O)[O-])c2C1=O | 1 | 95 | 105 | 1 | -8 | 1 | 94 | -3
Cc1ccccc1-c1cc2nc(-c3ccc([N+](=O)[O-])cc3)cc(=O)n2[nH]1 | 1 | 104 | 99 | -3 | -5 | -2 | 92 | 1
Cc1ccnc(NS(=O)(=O)c2cccc([N+](=O)[O-])c2)c1 | 1 | 99 | 119 | -3 | -2 | 9 | 100 | 4
CCOc1cc(C#N)c(NC(=O)c2cccnc2)cc1OCC | 9 | 95 | 96 | 7 | 5 | 3 | 93 | 9

Reformatted with tabs: part of the list above.
Molecule	AHR activator	MEP2 TOR yeast	LAP4-GFP MLPCN	ZTA counter	procasp3 activ	procasp7 counter	RPL19A TOR yeast	EBNA-1 inh
Cc1cccc(C)c1Nc1nnc(SCC(=O)NC2CCS(=O)(=O)C2)s1 (stereo not given)	-2	101	82	7	0	8	96	-2
C=CCN(C(=O)CNC(=O)c1ccco1)C(C(=O)NC1CCCCC1)c1ccc(OC)cc1OC (stereo not given)	3	102	99	1	-5	6	96	0

Remaining list, next part.
SMILES | AHR activator | MEP2 TOR yeast | LAP4-GFP MLPCN | ZTA counter | procasp3 activ | procasp7 counter | RPL19A TOR yeast | EBNA-1 inh
CC(C)Cc1nc2n[nH]c(N)c2c2c1CCCC2 | 5 | 107 | 102 | -11 | 1 | 11 | 99 | -2
CCOC(=O)c1ccc(NC(=O)c2c(C)[nH]c(C(=O)OCC)c2C)cc1 | 5 | 105 | 108 | -5 | 8 | 5 | 97 | 1
Cc1ccc(NC(=O)c2c3c(nc4ccccc24)CCC3)cc1 | 1 | 96 | 102 | 17 | 6 | -4 | 97 | 5
Cc1ccc(N2CN(S(=O)(=O)c3cccc([N+](=O)[O-])c3)c3nc4ccccc4nc32)cc1 | -4 | 91 | 83 | -5 | -1 | 3 | 94 | 6
O=C(CN1C(=O)c2cccc3cccc1c23)Nc1ccc2c(c1)OCO2 | 13 | 110 | 105 | -15 | -1 | -8 | 93 | -4
Nc1cccc(Nc2nc(OC(C(F)(F)F)C(F)(F)F)nc(OC(C(F)(F)F)C(F)(F)F)n2)c1 | 1 | 105 | 101 | -25 | -3 | 7 | 102 | -6
COc1ccc(NC(=O)COC(=O)c2ccc(NS(=O)(=O)/C=C/c3ccccc3)cc2)cc1 | 2 | 152 | 115 | 3 | 2 | 12 | 103 | 22
Cc1ccc(C(=O)C(C)OC(=O)C2=COCCO2)cc1C (stereo not given) | -1 | 106 | 108 | 1 | 2 | 3 | 102 | 3
O=C(COC(=O)c1ccco1)Nc1cc(S(=O)(=O)N2CCCCC2)ccc1Cl | -1 | 94 | 105 | x | 6 | -1 | 99 | x
Cc1cc(=O)[nH]c(N/N=C/c2cc(C)n(-c3ccccc3)c2C)n1 | 35 | 101 | 97 | -1 | 3 | 5 | 100 | -19
Cc1cc(NC(=O)COC(=O)C2CCCN2C(=O)c2cccs2)no1 (stereo not given) | 0 | 99 | x | 6 | 8 | 0 | 99 | -1
N#C/C(=C\Nc1ccccc1O)c1nc2ccccc2o1 | 34 | 99 | 113 | -11 | -52 | -37 | 95 | 5
O=C(COC(=O)c1cnccn1)c1ccc([N+](=O)[O-])cc1 | 0 | 92 | 104 | -21 | -29 | -31 | 97 | -7
CCOc1cc(NC(=S)Nc2ccccc2)c(OCC)cc1NC(=O)c1ccccc1 | 23 | 103 | 114 | -6 | 1 | -2 | 99 | 14
CCOC(=O)Nc1ccc2c(c1)N(C(=O)N(C)C)c1ccccc1CC2 | 6 | 98 | 93 | 7 | 9 | 0 | 95 | -7
Cc1cc(NC(=O)COC(=O)COc2ccc3c4c(c(=O)oc3c2)CCC4)no1 | 4 | 102 | 99 | -2 | 1 | 13 | 98 | 0
CCOC(=O)c1nnn(-c2nonc2N)c1COc1ccc(F)cc1 | 2 | 100 | 90 | -5 | 1 | -14 | 95 | 4
CCC(c1nnc(SCC(=O)Nc2c(F)cccc2F)n1Cc1ccccc1)N(C)C (stereo not given) | -2 | 97 | 96 | 8 | -1 | 3 | 100 | 11
O=C(NCCN1CCOCC1)c1cccc(S(=O)(=O)N2CCCCCC2)c1 | -3 | 100 | 93 | 9 | 1 | 5 | 100 | 9
Fc1ccc(N/N=C/c2cccnc2)c(F)c1 | 0 | 95 | 93 | -1 | 1 | -9 | 98 | 1
COc1cc(NC(=O)CCCl)cc(-n2cnnn2)c1 | 4 | 98 | 102 | 10 | 0 | -1 | 96 | 0
COc1ccc(CCNC(=O)COC(=O)/C=C/c2cc(OC)c(OC)c(OC)c2)cc1OC | 2 | 101 | 90 | 13 | 3 | 5 | 97 | -3
C#CCNc1ccc(C(=O)OCC)cc1 | -2 | 101 | 90 | 13 | -5 | 8 | 99 | 9
CC(NC(=O)CSc1ncccn1)c1ccccc1 (stereo not given) | -3 | 99 | 99 | -3 | 3 | 3 | 99 | 5
Cc1ccc(S(=O)(=O)N2[C@@H](c3ccc(Br)cc3)C(C(=O)O)=CC[C@H]2c2ccc(C(C)C)cc2)cc1 | -2 | 87 | 91 | x | -1 | 4 | 91 | x
O=C(O)c1ccc(-n2nnnc2Oc2ccccc2C(=O)N2CCOCC2)cc1 | 0 | 100 | 97 | -20 | 0 | 2 | 103 | -1
Cc1ccc2ncc(NC(=O)c3ccc(F)cc3)c(=O)n2c1 | 2 | 110 | 110 | -3 | 8 | 11 | 101 | 3
